# PLCg1 inh – blocks human PLC-gamma1 enzyme activity | inhibition, % at 12.2 µM | hit rate 0.84% among 370,000 | AID 720700 | purified PLC-gamma1, fluorogenic substrate, fluorescence | P19174; in the data active = inhibition above about 9.5%
# Target sequence (P19174 whole entry, looked up): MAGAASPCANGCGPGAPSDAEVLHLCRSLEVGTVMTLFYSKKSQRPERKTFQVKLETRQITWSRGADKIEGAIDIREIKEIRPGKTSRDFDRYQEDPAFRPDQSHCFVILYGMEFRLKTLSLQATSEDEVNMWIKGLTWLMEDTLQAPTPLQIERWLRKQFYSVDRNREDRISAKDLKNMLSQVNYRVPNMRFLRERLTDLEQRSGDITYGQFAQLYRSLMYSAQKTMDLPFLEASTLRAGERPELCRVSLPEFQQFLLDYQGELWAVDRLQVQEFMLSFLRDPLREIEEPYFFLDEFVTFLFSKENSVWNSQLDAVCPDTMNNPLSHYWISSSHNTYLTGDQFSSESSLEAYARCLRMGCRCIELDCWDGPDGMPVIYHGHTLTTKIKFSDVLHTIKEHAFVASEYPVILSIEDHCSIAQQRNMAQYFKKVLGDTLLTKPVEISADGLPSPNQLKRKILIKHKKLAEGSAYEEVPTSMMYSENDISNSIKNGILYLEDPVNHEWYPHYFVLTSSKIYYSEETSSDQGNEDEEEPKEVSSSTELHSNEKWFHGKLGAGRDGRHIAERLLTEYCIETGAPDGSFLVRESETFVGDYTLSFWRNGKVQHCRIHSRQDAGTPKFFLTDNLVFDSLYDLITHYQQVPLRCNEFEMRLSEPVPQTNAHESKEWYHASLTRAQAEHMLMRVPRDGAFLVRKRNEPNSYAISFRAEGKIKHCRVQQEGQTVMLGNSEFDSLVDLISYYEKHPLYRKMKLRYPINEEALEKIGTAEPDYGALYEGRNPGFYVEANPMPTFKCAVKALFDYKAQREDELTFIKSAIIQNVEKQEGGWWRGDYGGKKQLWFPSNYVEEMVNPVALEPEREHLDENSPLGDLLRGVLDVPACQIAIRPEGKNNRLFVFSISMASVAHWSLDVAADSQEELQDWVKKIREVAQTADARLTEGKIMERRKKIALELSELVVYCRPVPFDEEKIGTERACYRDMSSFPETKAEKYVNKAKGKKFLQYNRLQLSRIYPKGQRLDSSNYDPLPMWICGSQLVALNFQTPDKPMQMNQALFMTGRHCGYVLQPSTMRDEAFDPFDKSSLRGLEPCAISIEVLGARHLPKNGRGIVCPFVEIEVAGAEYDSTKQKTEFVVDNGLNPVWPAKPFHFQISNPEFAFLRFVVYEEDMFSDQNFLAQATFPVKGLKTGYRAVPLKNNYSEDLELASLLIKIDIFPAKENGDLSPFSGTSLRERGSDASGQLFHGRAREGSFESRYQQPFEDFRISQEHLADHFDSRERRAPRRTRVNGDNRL
# LEDGF integ inh – blocks HIV-1 LEDGF/p75-dependent DNA integration. inhibition, % at 3.7 µM. AID 743269. TR-FRET IN-LEDGF/p75 DNA integration, Eu/Cy5. hit rate 0.64% among 370,000;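 active = inhibition above the screen-wide mean plus 3 SD, cut at about 13% in these data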;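 also: signal is the Cy5 over europium emission ratio at 671 and 618 nm; 0% = plate median of compound wells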
# TDP2 absorb – TDP2 (human) inhibition, absorbance primary screen | O95551 | recombinant TDP2, T5PNP hydrolysis, p-nitrophenol absorbance 415 nm | inhibition, % at 12.8 µM | hit rate 0.34% among 370,000;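 active = inhibition above the mean of all tested compounds plus 3 SD, set per campaign, cut at about 25% in these data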;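 also: 0% = DMSO with enzyme and 100% = buffer with substrate but no TDP2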
#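 Assay system: Recombinant human TDP2 | Quantity: 120 nM TDP2 per well | Incubation: 2 h at 37 °C | Signal: Epi absorbance | Evaluation: Percent inhibition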
# proKLK7 act – activates the human kallikrein-7 zymogen. P49862. purified proKLK7, EDANS-DABCYL substrate fluorescence; 100% is mature enzyme control, 0% vehicle. activation, % at 7 µM. hit rate 0.9% among 370,000;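 active = activation above the mean of all tested compounds plus 3 SD, computed per campaign excluding outliers beyond control limits, cut at about 13% in these data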
# Tn7 DDE FP – disrupts Tn7 cyclic peptide binding to fibrin D-Dimer-E complex | P02675 | FP displacement of FITC-Tn7 peptide from fibrin DD(E); 0% = median of compound wells per plate | inhibition, % at 8.3 µM | hit rate 0.13% among 370,000 | AID 720508;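 active = inhibition above the mean of compounds falling within the control limits plus 3 SD of them, cut at about 14% in these data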;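 also: 0% = plate median of compound wells and 100% = 10 µM Aha-Tn7 peptide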
#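 assay system = human clot-derived fibrin DD(E) complex | quantity = Fibrin-DD(E) at 2 µM final | timing = 10 min preincubation, 3 h with tracer, room temperature | signal = fluorescence polarization | measure = percent inhibition | benchmarks = high control wells with 10 µM unlabelled Aha-Tn7 peptide (full inhibition) | replicates = singlicate testing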
# ADAM10 inh – ADAM10 inhibition, QFRET primary screen. O14672. recombinant ADAM10, EDANS/DABCYL FRET peptide cleavage, 3 h. inhibition, % at 7 µM. hit rate 0.62% among 370,000. AID 720582;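 active = inhibition above a per-campaign cutoff equal to the mean of compounds falling between control-based bounds plus 3 SD, cut at about 20% in these data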;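 also: 0% = DMSO wells while the 100% control is not disclosed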
# Tn6 DDE FP – DD(E)-Tn6 binding inhibition, primary FP screen; P02675; Fibrin DD(E) TRITC-Tn6 fluorescence polarization displacement; inhibition, % at 8.3 µM; hit rate 0.21% among 370,000; AID 720509;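 active = inhibition above a per-campaign cutoff: mean of compounds within control limits plus 3 SD, cut at about 15% in these data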;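 also: 0% = median of all compound wells on the plate and 100% = blocking peptide control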
# ADAM17 inh – ADAM17 inhibition, QFRET primary screen. recombinant ADAM17, EDANS/DABCYL FRET peptide cleavage. inhibition, % at 6.95 µM. hit rate 0.83% among 370,000. AID 720648;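 active = inhibition above the mean of compounds lying between control limits plus 3 SD, set per campaign, cut at about 8.5% in these data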;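 also: 0% = DMSO-only wells as the low control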
# ARFGAP1 inhibitor – inhibits rat ARF GTPase activating protein 1; Arfgap1-stimulated ARF1 GTP hydrolysis, GDP FP detection; Q62848; hit rate 0.26% among 360,000; inhibition, % at 16.5 µM;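 active = inhibition above a per-plate limit, mean inhibition of low control wells plus 3 SD, cut at about 25% in these data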;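 also: 0% = DMSO wells with enzyme and 100% = wells lacking Arfgap1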
#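 Material: rat Arfgap1 catalytic domain, aa 1-136; also added: human ARF1(Δ1-17)-GTP substrate; compound dosing: one concentration, 16.5 µM, DMSO 1.26%; incubation: GTP hydrolysis reaction 2 h at 25 °C; measured by: Tracer-displacement fluorescence polarization with EDTA stop, 620/688 nm; evaluation: % inhibition from polarization; repeats: one replicate per compound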
# ASAP1 inh – inhibitors of human ASAP1 ArfGAP activity. ASAP1-stimulated ARF1 GTP hydrolysis, GDP FP detection. inhibition, % at 16.5 µM. hit rate 0.19% among 360,000; in the data active = inhibition above about 25%;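 also: 0% = vehicle with enzyme and substrate and 100% = no enzyme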
# * = called active by the depositor; i = inactive; x = not tested or not shown.
1: CC(C)c1cc(C(=O)N2CCCC(Nc3ccc(F)c(F)c3)C2)nc(N)n1 (configuration not stated)
2: Cc1ccccc1CN1CCCCC(NC(=O)C2CCCCC2)C1=O (configuration not stated)
3: Cc1ccc(S(=O)(=O)Nc2ccc3nc(C)sc3c2)c(C)c1
4: CCN1CCN(C(=O)Nc2cc(Cl)ccc2OC)CC1
5: O=S(=O)(Nc1cccnc1Cl)c1ccc(-c2ccccc2)cc1
6: Cc1cc(CNC(=O)Cn2nc(C)c([N+](=O)[O-])c2C)c2ccccc2n1
7: Cc1ccc(C)c(OCC(=O)N/N=C/c2ccsc2)c1
8: CC(C)(O)c1[nH]c2cc(C(F)(F)F)ccc2c1C(C)(C)O

Assay by compound	1	2	3	4	5	6	7	8
PLCg1 inh	-3	5	-12	0	-1	-2	0	-4
LEDGF integ inh	-2	3	-7	0	4	-1	1	-1
TDP2 absorb	7	4	-8	12	12	-1	-1	-9
proKLK7 act	-0.6	0.3	-0.1	-0.1	0.1	-0.2	-0.3	0.7
Tn7 DDE FP	-3	-4	2	3	-5	2	2	1
ADAM10 inh	-21	2	-7	6	-4	-7	6	-3
Tn6 DDE FP	-3	2	2	-7	-7	4	4	0
ADAM17 inh	-5	-1	-1	1	-2	-6	-3	-4
ARFGAP1 inhibitor	3	x	7	-12	6	2	-11	6
ASAP1 inh	5	x	-2	5	5	5	-7	-3

9: O=C(CSc1ccc(-c2ccncc2)nn1)N1CCN(c2ccccc2)CC1
10: O=C(C1CCCCC1)N1CCN(C(=O)C2CCCCC2)CC1
11: Cc1ccc(CNS(=O)(=O)c2ccc3c(c2)OCCO3)cc1
12: Fc1cccc(C2CCCCN2Cc2nc(C3CC3)no2)c1 (configuration not stated)
13: COc1ccccc1CNC(=O)CNCC1CCCO1 (configuration not stated)
14: CSc1ccc(-c2cc(=O)c3ccccc3o2)cc1
15: COc1ccc(S(=O)(=O)N2CCOCC2)cc1C(=O)Nc1cc(C)on1
16: CCOc1ccc(NCc2nnc(SCC(=O)Nc3nc(-c4ccccc4)cs3)n2-c2ccccc2)cc1

Assay by compound	9	10	11	12	13	14	15	16
PLCg1 inh	0	-1	2	1	4	i	2	6
LEDGF integ inh	-1	-9	2	-4	3	-3	86*	1
TDP2 absorb	0	-11	-5	1	6	-8	1	-11
proKLK7 act	-0.7	0.0	0.6	0.2	0.5	66*	-0.1	-0.2
Tn7 DDE FP	-7	3	1	3	-2	-6	-11	-1
ADAM10 inh	10	0	2	-3	0	i	-9	4
Tn6 DDE FP	-8	-7	7	-3	2	-3	-10	6
ADAM17 inh	-3	-2	0	-5	-4	i	-4	4
ARFGAP1 inhibitor	14	5	-4	14	-3	-2	8	17
ASAP1 inh	2	-10	0	8	0	14	-5	19

# Single records, from the list above. Values in the order: PLCg1 inh	LEDGF integ inh	TDP2 absorb	proKLK7 act	Tn7 DDE FP	ADAM10 inh	Tn6 DDE FP	ADAM17 inh	ARFGAP1 inhibitor	ASAP1 inh
# `O=S(=O)(Nc1cccnc1Cl)c1ccc(-c2ccccc2)cc1` is listed with -1	4	12	0.1	-5	-4	-7	-2	6	5
# `CSc1ccc(-c2cc(=O)c3ccccc3o2)cc1` is listed with i	-3	-8	66*	-6	i	-3	i	-2	14
# `COc1ccc(S(=O)(=O)N2CCOCC2)cc1C(=O)Nc1cc(C)on1` is listed with 2	86*	1	-0.1	-11	-9	-10	-4	8	-5
# `Cc1ccc(S(=O)(=O)Nc2ccc3nc(C)sc3c2)c(C)c1` is listed with -12	-7	-8	-0.1	2	-7	2	-1	7	-2
# `CC(C)c1cc(C(=O)N2CCCC(Nc3ccc(F)c(F)c3)C2)nc(N)n1` (configuration not stated) is listed with -3	-2	7	-0.6	-3	-21	-3	-5	3	5

# Later entries
17: COC(=O)c1cccc(C23CC4(C2)[C@H](CN(Cc2cccnc2)[C@@H]4c2ccccc2)C3c2ccc(Cl)nc2)c1 (some centres not stated)
18: c1cncc(-c2nc3ccccn3c2Nc2ccc3c(c2)OCCO3)c1
19: O=C(c1cc([N+](=O)[O-])ccc1N1CCOCC1)N1CCOCC1
20: Cc1cc(C)c(-c2c(N)cc(Br)cc2Br)c(N)c1
21: Cc1nc(NC(=O)c2ccccc2)sc1C1(C)CC(c2ccccc2F)=NO1 (configuration not stated)
22: CC(=O)c1ccccc1NC(=O)c1ccc(OCc2c(C)noc2C)cc1
23: CCc1nc2c(OCCn3cccc3)cccn2c1N(C)C(=O)c1ccccc1F
24: Cc1nn(C)c(C(=O)Nc2cccc(CN3CCOCC3)c2)c1Br

Assay by compound	17	18	19	20	21	22	23	24
PLCg1 inh	3	-11	1	-20	-3	-22	-3	2
LEDGF integ inh	2	-2	3	1	1	2	-3	-2
TDP2 absorb	-7	-3	-10	11	2	-3	-4	4
proKLK7 act	0.4	-0.8	0.5	-0.1	0.5	0.5	-0.5	-0.1
Tn7 DDE FP	2	-3	-4	4	3	-8	0	-2
ADAM10 inh	4	-7	-4	10	6	-6	-11	0
Tn6 DDE FP	-6	4	-3	4	-3	5	-1	0
ADAM17 inh	3	-1	1	5	-1	-2	-5	0
ARFGAP1 inhibitor	-7	14	5	19	-2	4	-2	-1
ASAP1 inh	4	-1	3	11	-2	-5	-11	0

25: COc1ccc(/C=C(/C(=O)Nc2ccccc2C(=O)N2CCCC2)c2ccccc2)cc1
26: CC1CN(C(=O)[C@@H]2CCCN2S(=O)(=O)c2ccc(Cl)cc2)CC(C)O1 (some centres not stated)
27: Cc1cccc(CSc2nnc(-c3cnccn3)n2C)c1
28: O=c1c(=O)n(O)c2ccccc2n1O
29: CC(=O)Nc1ccc(C(=O)N2CCCCC2c2cc(C(=O)Nc3cccc(C#N)c3)no2)cc1 (configuration not stated)
30: CC(C)[C@H](NC(=O)c1ccccc1Cl)C(=O)OCc1cc([N+](=O)[O-])cc2c1OCOC2
31: Cc1nc(Cl)cc(N/N=C/c2ccc(O)cc2)n1
32: COc1ccc(CCNC(=O)C/C(C)=N/NC(=O)COc2ccc(C)cc2Br)cc1OC

Assay by compound	25	26	27	28	29	30	31	32
PLCg1 inh	8	3	12*	13*	2	2	-3	1
LEDGF integ inh	2	5	4	4	-3	1	-4	-4
TDP2 absorb	-8	-5	-22	-3	-3	2	-2	10
proKLK7 act	0.3	-0.3	-0.2	-0.5	-0.5	-0.7	1.0	0.1
Tn7 DDE FP	-3	-5	-3	7	1	0	1	-1
ADAM10 inh	12	-5	14	6	-8	-4	0	4
Tn6 DDE FP	1	-2	-6	8	2	10	2	-3
ADAM17 inh	4	1	6	-3	-2	0	-2	0
ARFGAP1 inhibitor	-3	1	3	-12	3	-4	-3	11
ASAP1 inh	3	-4	5	3	-9	-11	6	15

33: NC(=O)COC(=O)c1c2c(nc3ccccc13)CCCC2
34: COc1ccc(C(=O)Nn2c(SCC(=O)NCC3CCCO3)nc3ccccc3c2=O)cc1 (configuration not stated)
35: CCC(=O)N(Cc1cc2cc(OC)ccc2[nH]c1=O)c1cc(C)ccc1C
36: CC[C@]12c3[nH]c4cc(CCC(=O)N(C)C)ccc4c3CCN1C(=O)[C@@H](CC(=O)NCCCn1ccnc1)C[C@@H]2C(=O)N1CCN(C(=O)c2ccco2)CC1
37: O=C(CSc1n[nH]c(-c2ccccn2)n1)Nc1ccccc1
38: O=C(CSc1ccc(-c2ccco2)nn1)Nc1ccccc1
39: Cc1cc(C)cc(OCC(=O)Nc2ccc(N3CCCCC3)cc2)c1
40: CC(C)[C@H](NC(=O)c1ccccc1)C(=O)Nc1ccc2c(c1)OCO2

Assay by compound	33	34	35	36	37	38	39	40
PLCg1 inh	-2	-10	-11	-3	-2	-9	6	-4
LEDGF integ inh	-4	1	6	1	-6	1	2	5
TDP2 absorb	-17	2	5	-6	-11	9	7	-12
proKLK7 act	-0.2	0.4	-1.0	-0.2	0.3	0.6	-0.4	0.5
Tn7 DDE FP	3	5	6	9	5	2	8	-4
ADAM10 inh	-15	-23	-96	-7	-5	-13	3	-5
Tn6 DDE FP	4	9	0	4	4	-6	3	0
ADAM17 inh	-6	-5	-24	2	1	-10	-4	0
ARFGAP1 inhibitor	-2	5	-8	-6	13	4	-5	14
ASAP1 inh	-11	-6	-21	-15	3	2	-15	-3

41: CCc1ccc(C(=O)N2CCC(c3nc4ccccc4s3)CC2)cc1
42: COc1cc(/C=C(/NC(C)=O)C(=O)O)cc(Cl)c1OCc1ccc(Br)cc1
43: O=C(CC1(O)C(=O)Nc2ccccc21)c1ccc(-n2cccc2)cc1 (configuration not stated)
44: COc1ccc(-c2nnc(SCC(=O)NCC3CCCO3)n2C)cc1 (configuration not stated)
45: CCC(NC(=O)c1cc(COc2cc(C)c(Cl)c(C)c2)on1)c1ccncc1 (configuration not stated)
46: COC(=O)CC1=NN(c2ccccc2)C(=O)/C1=C\c1ccc(OC)cc1

Assay by compound	41	42	43	44	45	46
PLCg1 inh	-3	1	-10	0	-1	-5
LEDGF integ inh	5	4	6	-12	2	-6
TDP2 absorb	-2	13	-16	1	8	13
proKLK7 act	0.1	0.3	0.2	-0.6	-0.3	0.3
Tn7 DDE FP	-1	1	12	8	0	7
ADAM10 inh	-5	2	4	-27	7	6
Tn6 DDE FP	1	3	-10	0	-8	-3
ADAM17 inh	-4	-2	2	-5	1	3
ARFGAP1 inhibitor	3	2	6	1	8	1
ASAP1 inh	8	-7	-9	2	3	-1

# Among those listed so far, two have a furan ring, fused or not:
36: CC[C@]12c3[nH]c4cc(CCC(=O)N(C)C)ccc4c3CCN1C(=O)[C@@H](CC(=O)NCCCn1ccnc1)C[C@@H]2C(=O)N1CCN(C(=O)c2ccco2)CC1
38: O=C(CSc1ccc(-c2ccco2)nn1)Nc1ccccc1

Assay by compound	36	38
PLCg1 inh	-3	-9
LEDGF integ inh	1	1
TDP2 absorb	-6	9
proKLK7 act	-0.2	0.6
Tn7 DDE FP	9	2
ADAM10 inh	-7	-13
Tn6 DDE FP	4	-6
ADAM17 inh	2	-10
ARFGAP1 inhibitor	-6	4
ASAP1 inh	-15	2
